Insulin prom up: MIN6 insulin promoter up-regulation. 190,000 tested, 0.3% active. MIN6 insulin promoter-GFP reporter, high-content imaging; active compounds read high. AID 1625. z-score at 5 µM;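 active = z-score above 3 at 5 µM with at least 500 cells counted in the well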
CSM14.1 death rescue: rescue of cells from ER stress-induced death, primary screen, 384-well, CSM14.1, thapsigargin, ATP luminescence (AID 1222); CSM14.1 thapsigargin-induced death rescue, ATP luminescence; higher % means a stronger effect; cellular ATP content (survival), % at 20 µM; hits with a dose series show EC50 in µM; 190,000 tested, under 10 active;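 active = EC50 below 50 µM in the dose-response confirmation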;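 also: death triggered by thapsigargin at about 15 µM added after 2 h compound pretreatment; cell ATP read after overnight thapsigargin exposure of roughly 18 to 22 hours; normalized against plate controls of thapsigargin alone and 5% DMSO vehicle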
P. falciparum M17LAP: P. falciparum M17LAP inhibitors, primary screen, biochemical, fluorogenic H-Leu-NHMec substrate, 1536-well (AID 1619). recombinant M17LAP, H-Leu-NHMec fluorogenic kinetic assay; higher % means a stronger effect. one-dose inhibition, % at 30 µM; IC50 in µM for titrated hits. 220,000 tested, 0.38% active;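 active = compound inhibiting the enzyme by more than half at any dose during confirmatory dose-response retesting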;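 also: plate controls were full reaction with DMSO carrier for no effect and no enzyme background for full effect; strong numbers were not always called active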
Dynein transport: dynein cargo transport inhibition; 220,000 tested, 0.47% active; 3617.4 mouse cells, GR-EGFP nuclear translocation imaging; test concentration mostly 20 µM; stimulated with dexamethasone, 1 µM; active compounds read low; z-score, hits read low; AID 1381;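 active = plate z-score of nuclear minus cytoplasmic receptor signal below a set negative limit, without overly bright fluorescence or cell loss, cut at about -3.5 in these data, passing the limit was not always enough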;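 also: z-score of nuclear minus cytoplasmic ring GR-EGFP intensity difference per well; some compounds called inactive have numbers as strong as hits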
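Buffer or medium: tet-free, stripped-serum medium; Also added: dexamethasone, 1.0 µM final; Technique: high-content fluorescence imaging after fixation; Times: 48 h induction, 1 h compound, 30 min dex at 37 °C; Read-out: per-cell GR-EGFP intensity, nucleus versus surrounding cytoplasmic ring, well-averaged.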
Autophagy HCS: alters autophagy in cells; calls only at 10 µM (by protocol); 190,000 tested, 0.98% active; AID 463193; MEF GFP-LC3 puncta imaging; test concentration mostly 10 µM;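 active = percentage of spot-positive cells more than 3 SD above its plate mean, without a fluorescence outlier flag or 80% toxicity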;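 also: spot-positive cell cutoff set from DMSO-treated cells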
MT stabilizer: microtubule stabilization, imaging screen | HeLa tubulin immunostaining HCS, 24 h; share of cells brighter than vehicle mean+2SD | AID 2205 | % tubulin-high responders, % at 10 µM | 200,000 tested, 0.83% active;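 active = plate Z-score above 3 for both tubulin-high and condensed-nucleus cell shares, with cell loss under 80%, at 10 µM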;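 also: anti alpha tubulin signal scored within the nucleus-defined area of each cell; some results filed as inactive read as strong as hits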
Yfh1-depleted yeast: mitochondrial function rescue without frataxin homolog – Friedreich's ataxia, plus single-dose screen, dose response (AID 1465) | S. cerevisiae Yfh1-off respiration, WST-1 reduction, 72 h; higher fold induction means a stronger effect | fold induction at 50 µM, or EC50 in µM where a hit was titrated | 220,000 tested, 0.074% active;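 active = fold induction of absorbance versus untreated yeast above a set limit, then at least 30% activation at any dose in follow-up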;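 also: activators that raise dye reduction in frataxin-depleted yeast; strong numbers were not always called active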
Hep lipid drop: hepatic lipid droplet formation modulation | AML12 mouse hepatocytes, oleate lipid droplets, BODIPY imaging | inhibition, % at 6.5 µM | 240,000 tested, 0.4% active | AID 1656;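 active = lipid droplet intensity inhibited by at least 50%, with more than 500 cells counted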
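Material – mouse AML12 hepatocyte cell line, fixed after treatment · Compound dosing – one dose, 6.5 µM compound · Times – compound with oleate, overnight · Measured by – Image-based BODIPY and DAPI two-channel analysis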
P. falciparum M1AAP: P. falciparum M1AAP inhibitors, biochemical, fluorogenic H-Leu-NHMec substrate, 1536-well (AID 1445). inhibition, % at 30 µM, or IC50 in µM where a hit was titrated. recombinant M1AAP, H-Leu-NHMec fluorogenic kinetic assay; higher % means a stronger effect. 220,000 tested, 0.42% active;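 active = primary inhibition above the hit cutoff, then over 50% inhibition at one or more dose response concentrations, cut at about 23% in these data, passing the limit was not always enough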;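 also: plate controls were DMSO full reaction for no effect and no enzyme background for full effect; strong numbers were not always called active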
Dynein transport cytoplasmic EGFP: recorded beside Dynein transport, whose call it bears; z-score; measured here: cytoplasmic GR-EGFP intensity; active compounds read high
Dynein transport nuclear GR-EGFP: further read-out of Dynein transport, marked with its call; z-score; measured here: nuclear GR-EGFP intensity;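 lower value marks the stronger effect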
Dynein transport cell count: recorded beside Dynein transport, whose call it bears; z-score; measured here: cell count per field
Insulin prom up cell count: also measured in Insulin prom up; calls as there; cell count; measured here: cytotoxicity, nuclei count;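 total cells summed across four imaged fields per well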
Hep lipid drop cells 6.5 µM: recorded beside Hep lipid drop, whose call it bears; cell count; measured here: cell count, cytotoxicity flag;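 cells counted across two imaged fields per well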
MT stabilizer Hoechst-high %: recorded beside MT stabilizer, whose call it bears; % Hoechst-high responders; measured here: nuclear condensation Hoechst responders;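 share of cells brighter than vehicle mean plus two SD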
MT stabilizer cytotoxicity %: recorded beside MT stabilizer, whose call it bears; toxicity, %; measured here: cytotoxicity by cell density;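 0% = mean cell density of plate MIN control wells and 100% = no cells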
Autophagy HCS cell loss 18 h: also measured in Autophagy HCS; calls as there; toxicity, %; measured here: cell loss, nuclei count;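 cell loss after 18 h compound exposure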
Active calls of the source: *; i = inactive; . = not tested or not shown.

SMILES | Insulin prom up | Insulin prom up cell count | CSM14.1 death rescue | P. falciparum M17LAP | Dynein transport | Dynein transport cytoplasmic EGFP | Dynein transport nuclear GR-EGFP | Dynein transport cell count | Autophagy HCS | Autophagy HCS cell loss 18 h | MT stabilizer | MT stabilizer Hoechst-high % | MT stabilizer cytotoxicity % | Yfh1-depleted yeast | Hep lipid drop | Hep lipid drop cells 6.5 µM | P. falciparum M1AAP
COc1ccc(NC2=NCC(Cc3ccc(Br)cc3)S2)cc1 (centres undefined) | -0.13 | 1024 | -2.4% | 3% | -0.61 | -0.29 | -0.58 | 0.35 | i | -3 | 7.6 | 36 | 17 | i | 0 | 712 | 6%
CCOC(=O)C1(Cc2ccc(OC)cc2)CCN(C(=O)c2sc(C)nc2C)CC1 | . | . | 1.0% | 5% | 1.9 | 0.013 | 1.5 | -2.4 | i | -8 | 1.0 | 2.1 | 9.2 | i | 4 | 636 | -7%
Cn1c(COc2ccc3ccccc3c2)nnc1SCC(=O)O | 0 | 1282 | -2.6% | 16% | -0.11 | -0.2 | 0.27 | -0.099 | i | -5 | 4.1 | 2.0 | 6.4 | i | . | . | 3%
CCCCOC(=O)C1=C(C)Nc2nnnn2C1c1ccccc1Cl (centres undefined) | . | . | -1.2% | -3% | -0.52 | 0.11 | -0.21 | -0.15 | i | 5 | 1.1 | 1.2 | 4.9 | i | 0 | 757 | -11%
CC(=O)N1CCN(Cc2nc3cc(NC(=O)C4CCCCC4)ccc3n2C)CC1 | 0.87 | 1830 | -1.4% | 1% | 1.2 | 0.51 | 0.86 | -1.8 | i | 4 | 2.8 | 1.7 | 1.9 | i | 17 | 662 | -1%
Cc1cccc(-c2nsc(SCC(=O)NCc3ccc4c(c3)OCO4)n2)c1 | 0.15 | 1549 | -2.9% | -10% | 0.66 | -0.19 | 0.38 | -0.56 | i | -8 | 1.5 | 1.1 | 4.5 | i | -16 | 524 | 1%
CCCn1c(SCC(=O)N2c3ccccc3CC2C)nnc1-c1ccco1 (centres undefined) | 0.32 | 1181 | 1.7% | 4% | 1.2 | -0.22 | 0.56 | -0.66 | i | -4 | 4.0 | 2.2 | 3.4 | i | -24 | 755 | -2%
O=C(NCCCn1ccnc1)c1cc(S(=O)(=O)N2CCOCC2)c(Cl)cc1Cl | -0.11 | 1184 | 4.6% | 8% | -0.66 | -0.21 | 0.021 | 0.65 | i | 12 | 2.7 | 2.8 | 6.1 | i | . | . | 4%
COc1cc(C(=O)Nc2ccc3c(c2)OCO3)ccc1OCc1c(C)noc1C | 0.72 | 1344 | 1.3% | -2% | -0.32 | -0.31 | -0.6 | 0.44 | i | 2 | 1.6 | 1.9 | 2.7 | i | 10 | 661 | -6%
CC(=O)NC(c1ccccc1)c1c(O)ccc2ccccc12 (centres undefined) | -0.87 | 1559 | -1.8% | 2% | 1.1 | 0.13 | 1.2 | -2.6 | i | -3 | 3.0 | 1.9 | 4.2 | i | 14 | 698 | -1%
COc1ccccc1Nc1nc(-c2cccc(N3C(=O)c4ccccc4C3=O)c2)cs1 | -0.3 | 1383 | 9.6% | 9% | -0.21 | -0.3 | -0.43 | 0.39 | i | -7 | 3.0 | 3.1 | 5.5 | i | 20 | 702 | 5%
Cc1nc(N2CCN(c3ccccc3)CC2)nc2c1C(=O)CCC2 | 1.4 | 1255 | -2.0% | 0% | 0.8 | -0.17 | 0.42 | -0.38 | i | -4 | 5.0 | 3.3 | 2.0 | i | 12 | 802 | 2%
CCOC(=O)c1cn(Cc2cccc(Cl)c2)c2cc(C)nn2c1=O | 0.62 | 1378 | . | -28% | -0.076 | -0.27 | -0.073 | 0.8 | . | . | . | . | . | i | -4 | 647 | 3%
CCCc1cc(NCCCCO)n2c(nc3ccccc32)c1C#N | -0.08 | 1186 | 2.0% | -24% | -1.6 | 0.41 | -1.3 | 0.79 | i | -2 | 5.0 | 3.4 | 8.6 | i | . | . | 16%
CCOc1cc(N2CCOCC2)c(OCC)cc1NC(=O)CSc1cccc[n+]1[O-] | -0.02 | 1764 | -2.2% | 7% | 0.0032 | -0.19 | -0.67 | -0.11 | i | -1 | 2.8 | 1.7 | 3.4 | i | -16 | 612 | 5%
CCOc1cc(/C=N/NC(=O)c2ccncc2)ccc1OC(=O)c1ccc([N+](=O)[O-])cc1 | -1.1 | 1520 | 1.5% | -8% | 1.7 | -0.19 | 0.2 | -1 | i | 21 | 2.5 | 1.9 | 7.0 | i | . | . | 15%
Cc1ccc(C(C(=O)NC2CCCCC2)N2CCC3(CC2)OCCO3)cc1 (centres undefined) | -0.91 | 1206 | -1.2% | 8% | 0.47 | -0.18 | 0.36 | -0.23 | i | -4 | 3.0 | 1.9 | 8.8 | i | . | . | 2%
Nc1nncn1C(=O)c1cc(Br)ccc1Cl | 0.65 | 1235 | -2.5% | 2% | -0.63 | -0.2 | -0.26 | 0.11 | i | 4 | 2.4 | 1.3 | 6.3 | i | -4 | 710 | 13%
O=C(NO)c1ccccc1O | . | . | -1.3% | 20% | 0.064 | -0.18 | 0.5 | 0.33 | i | -41 | 9.1 | 1.8 | 9.8 | i | -3 | 729 | 8%
COc1ccc(CCNC(=O)C(=O)NN=C2CCCCCCC2)cc1OC | -0.14 | 1099 | . | 2% | -0.3 | -0.12 | -0.025 | 0.34 | . | . | . | . | . | i | 10 | 701 | 5%
CC(C)OC(=O)NCCOC(=O)Nc1cccc(Cl)c1 | -0.57 | 1285 | -1.9% | 4% | 0.58 | -0.28 | 0.13 | 0.34 | i | -8 | 4.7 | 4.2 | 5.9 | i | . | . | 0%
COc1ccccc1N(CC(=O)NC1CCCCC1)S(C)(=O)=O | -0.13 | 1048 | -0.3% | 4% | -0.86 | -0.13 | -0.22 | 0.77 | i | 0 | 3.0 | 3.6 | 12 | i | . | . | 1%
Cc1ccc2nc3c(cc2c1)c(NC(=O)c1ccco1)nn3CC(C)C | -0.1 | 1113 | . | -22% | 0.023 | -0.2 | 0.026 | 0.32 | . | . | . | . | . | i | -16 | 710 | 1%
Cc1nc2sc(C(c3ccc(F)cc3)N3CCN(C(=O)c4ccco4)CC3)c(O)n2n1 (centres undefined) | 0.2 | 1517 | -2.5% | 7% | -0.59 | -0.18 | -0.42 | -0.24 | i | 2 | 4.0 | 1.6 | 6.1 | i | -6 | 600 | 1%
CCCN(CCC)S(=O)(=O)c1ccc(NS(=O)(=O)c2ccc(F)cc2)cc1 | 1.4 | 1660 | 0.3% | 7% | -1.2 | -0.44 | -0.4 | 0.059 | i | -3 | 3.5 | 2.4 | 6.0 | i | . | . | 5%
O=C(c1cccs1)N1CCN(c2nnc(-c3ccccc3)c3ccccc23)CC1 | -0.55 | 1434 | 15% | 12% | 0.86 | -0.33 | -0.19 | -0.88 | i | -2 | 2.3 | 1.7 | 5.2 | i | -2 | 722 | -4%
Cc1cc(C)nc(Nc2n[nH]c(COc3ccccc3)n2)n1 | 1.3 | 1081 | -0.4% | 4% | 0.16 | -0.11 | 0.29 | -0.43 | i | 21 | 5.3 | 2.7 | 5.1 | i | . | . | 12%
Cn1c(SC/C=C/c2ccccc2)nnc1-c1cccs1 | -0.58 | 978 | -1.7% | 1% | 1.8 | -0.21 | 1.5 | -2.9 | i | -6 | 3.1 | 1.7 | 4.8 | i | -6 | 720 | 4%
CN(C)S(=O)(=O)c1cccc(NC(=O)c2cc3c(=O)n4ccccc4nc3s2)c1 | 0.05 | 1438 | 1.9% | -3% | -0.74 | -0.26 | -0.51 | 0.43 | i | -3 | 6.8 | 1.9 | 4.6 | i | 6 | 571 | 0%
O=C(COC(=O)c1ccc(N2CCCC2=O)cc1)NCc1ccco1 | . | . | -1.2% | -14% | -0.67 | -0.034 | 0.49 | 0.38 | i | 33 | 2.8 | 2.7 | 5.9 | i | . | . | 6%
Cc1ccccc1CN1C(=O)C(O)(CC(=O)c2ccncc2)c2ccccc21 (centres undefined) | -0.58 | 1286 | -5.9% | 1% | -0.61 | -0.2 | 0.012 | 0.16 | i | -7 | 2.0 | 1.2 | 6.2 | i | . | . | 6%
C=CCn1c(-c2cccc(Cl)c2)n[nH]c1=S | 0.52 | 1305 | -0.6% | 6% | -0.76 | -0.21 | -0.2 | 0.77 | i | -9 | 8.1 | 3.0 | 1.8 | i | . | . | 6%
O=C(CSc1nnc(-c2cccnc2)n1Cc1ccco1)N1c2ccccc2Sc2ccccc21 | -0.36 | 923 | -1.1% | -1% | -0.84 | -0.29 | -0.12 | 0.69 | i | 14 | 2.8 | 1.8 | 11 | i | 5 | 768 | 6%
O=C(OC1CCCCC1=O)c1cc(=O)c2ccccc2o1 (centres undefined) | -0.03 | 975 | -0.3% | -2% | -0.12 | -0.31 | -0.13 | 0.085 | i | 9 | 5.2 | 2.9 | 6.6 | i | -1 | 738 | 4%

Quoted from the listing:
Under Dynein transport cytoplasmic EGFP, `C=CCn1c(-c2cccc(Cl)c2)n[nH]c1=S` is listed with -0.21
Under Dynein transport cytoplasmic EGFP, `Cc1nc2sc(C(c3ccc(F)cc3)N3CCN(C(=O)c4ccco4)CC3)c(O)n2n1` (centres undefined) is listed with -0.18

Screens: PubChem, several laboratories
